High-throughput results (PubChem)
ERp5 inh = inhibitors of human ERp5; Q15084; ERp5 insulin aggregation, absorbance 650 nm, 90 min; inhibition, % at 9.99 µM; 350,000 tested, 0.05% active;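 active = mean replicate inhibition above about 25%, with every replicate also reaching it, limit read from the data, passing the limit was not always enough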
Target sequence (Q15084 whole entry, looked up): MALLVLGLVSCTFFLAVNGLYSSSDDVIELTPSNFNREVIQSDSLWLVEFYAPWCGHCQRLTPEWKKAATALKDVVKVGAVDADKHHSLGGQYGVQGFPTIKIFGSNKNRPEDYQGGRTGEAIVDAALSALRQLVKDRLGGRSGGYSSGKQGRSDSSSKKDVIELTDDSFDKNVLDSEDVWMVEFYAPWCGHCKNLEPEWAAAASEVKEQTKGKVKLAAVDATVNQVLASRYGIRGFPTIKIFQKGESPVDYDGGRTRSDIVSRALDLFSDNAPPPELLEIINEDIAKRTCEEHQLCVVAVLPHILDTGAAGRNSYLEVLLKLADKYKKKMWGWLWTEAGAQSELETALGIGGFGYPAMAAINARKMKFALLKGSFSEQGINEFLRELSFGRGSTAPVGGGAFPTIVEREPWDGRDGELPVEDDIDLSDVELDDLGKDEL
esBAF inh = inhibitors of esBAF chromatin remodeling in mouse ES cells. Bmi1-luciferase knock-in reporter, 24 h; 100% = twice the neutral-well signal. reporter increase, % at 12.5 µM. 350,000 tested, 2% active. AID 602393; in the data active = activation above about 40%;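 note: 0% = median of the plate's neutral control wells and 100% = double that signal; a rise in the Bmi1 reporter signal indicates esBAF inhibition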
PglD DTNB = inhibitors of Campylobacter jejuni PglD acetyltransferase; purified PglD enzyme, DTNB colorimetric CoA detection; 360,000 tested, 0.098% active; inhibition, % at 12.5 µM; AID 602405; in the data active = inhibition above about 16%, passing the limit was not always enough; note: strong numbers were not always called active
E-sel inducer = induces E-selectin expression in human endothelial cells; 260,000 tested, 0.37% active; HUVEC E-selectin immunofluorescence imaging; normalized: neutral wells 0, TNF-alpha wells 100; AID 686992; activation, % at 7.58 µM; P16581;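 active = mean E-selectin-positive cell signal at least 10% of the positive control, reached in at least 60% of replicates, without over 20% cell loss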;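 note: in these data hits start at about 27%; measured in HUVEC primary endothelial cells; signal is the percent of cells scored E-selectin positive by PE staining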
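material = human umbilical vein endothelial cells (HUVEC), E-selectin induction | quantity = 3,000 cells/well | medium = EGM-2 growth medium on 0.1% gelatin-coated wells | technique = immunofluorescence imaging | read-out basis = % PE-positive cells | control set = TNF-alpha positive control, DMSO neutral control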
RAD52 anneal inh = blocks human RAD52 DNA annealing; recombinant RAD52 DNA annealing, FRET fluorescence; inhibition, % at 18.7 µM; AID 651710; P43351; 360,000 tested, 0.46% active;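 active = every replicate showing at least 50% inhibition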
Casp6 inh = inhibitors of human caspase-6; AID 686996; 350,000 tested, 0.53% active; inhibition, % at 12.5 µM; purified caspase-6, Z-VEID-R110 cleavage fluorescence; P55212;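 active = mean inhibition across replicates at least about 35%, with every replicate also reaching that limit, limit read from the data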;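 note: 0% = median of neutral control wells and 100% = no fluorescence left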
Target sequence (P55212 24-179 limits assumed): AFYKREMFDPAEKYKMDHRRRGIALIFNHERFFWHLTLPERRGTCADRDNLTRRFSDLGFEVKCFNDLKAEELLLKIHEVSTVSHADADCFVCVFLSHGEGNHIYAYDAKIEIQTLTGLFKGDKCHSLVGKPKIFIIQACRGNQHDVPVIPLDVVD
Target sequence (P55212 194-293 limits assumed): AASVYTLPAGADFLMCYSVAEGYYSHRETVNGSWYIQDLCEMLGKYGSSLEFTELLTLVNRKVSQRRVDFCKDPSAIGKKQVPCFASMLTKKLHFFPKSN
ARNT TACC3 PPI = disruptors of human ARNT/TACC3 interaction; AlphaScreen His-ARNT PAS-B/GST-TACC3 binding, luminescence; TACC3 fragment carries E629A point mutation; 390,000 tested, 0.66% active; inhibition, % at 9.99 µM; Q9Y6A5;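 active = mean inhibition of replicates at least 50% and at least half of replicates each reaching 50%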;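 note: 0% = complete ARNT plus TACC3 wells and 100% = ARNT alone without TACC3; many hits fall short of the cut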
RAD54 inh = blocks human RAD54 Holliday junction branch migration; FAM/BHQ fluorescence; inhibition, % at 10.4 µM; AID 602329; Q92698; 360,000 tested, 0.14% active;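 active = mean normalized replicate activity at least 40 and at least half of replicates scoring 40 or more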;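 note: 0% = median of neutral control wells and 100% = median of positive control wells; inhibitors cause a drop in the FAM fluorescence signal; in these data hits start at about 50%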
* marks the source's active call; other numbers are inactive results; · = not tested or not shown.

SMILES | ERp5 inh | esBAF inh | PglD DTNB | E-sel inducer | RAD52 anneal inh | Casp6 inh | ARNT TACC3 PPI | RAD54 inh
COc1ccc(CN(C)C[C@H]2OCCCC[C@H](C)Oc3ccc(NS(=O)(=O)c4ccc(C)cc4)cc3C(=O)N([C@H](C)CO)C[C@H]2C)cc1 | 2.2 | -1.9 | 0.7 | -0.1 | 34.0 | -0.4 | -3.6 | -1.9
CCOc1cccc(-c2nn3c(-c4ccco4)nnc3s2)c1 | · | 20.2 | -2.4 | · | · | · | -0.5 | -9.8
CCOC(=O)c1csc(NC(=O)c2ccc(S(=O)(=O)N(C)C)cc2)n1 | · | 7.7 | -1.3 | · | · | · | -15.5 | 0.3
O=c1cc(N2CCCCC2)c(-c2ccccc2)nn1Cc1ccccc1 | 2.4 | 4.5 | · | 0.0 | -16.6 | 5.0 | -12.8 | ·
OCC1OC(c2ccc(OCc3ccccc3)cc2OCc2ccccc2)C(O)C1O (stereo unspecified) | -1.2 | -4.3 | 0.6 | · | -2.9 | 1.3 | · | -4.0
Cc1cccc(NC(c2ccc(O)cc2)c2ccc3ccc(C)nc3c2O)n1 (stereo unspecified) | · | -0.6 | -4.3 | · | · | · | 1.2 | -4.8
O=C(COc1cc(Cl)c(Cl)cc1Cl)N1CCN(c2ccccn2)CC1 | -6.2 | · | · | · | -13.8 | 9.1 | -4.9 | ·
COC(=O)c1ccc(C(=O)OCCCc2nc3ccc(N)cc3[nH]2)cc1 | · | 8.0 | 4.5 | · | · | · | -1.0 | -2.9
O=C1CC(N2CCN(Cc3ccc4c(c3)OCO4)CC2)C(=O)N1c1ccccc1 (stereo unspecified) | -5.5 | -4.8 | 5.8 | · | -10.1 | -1.1 | -16.2 | -7.7
Cn1c(=O)c2cc(NC(=O)NCCc3cccs3)ccc2n1Cc1ccccc1 | -6.2 | 10.2 | -0.6 | 0.0 | -25.8 | 1.5 | · | 4.2

Single records, from the list above:
O=C(COc1cc(Cl)c(Cl)cc1Cl)N1CCN(c2ccccn2)CC1 in the list: ERp5 inh = -6.2; esBAF inh = ·; PglD DTNB = ·; E-sel inducer = ·; RAD52 anneal inh = -13.8; Casp6 inh = 9.1; ARNT TACC3 PPI = -4.9; RAD54 inh = ·
CCOc1cccc(-c2nn3c(-c4ccco4)nnc3s2)c1 in the list: ERp5 inh = ·; esBAF inh = 20.2; PglD DTNB = -2.4; E-sel inducer = ·; RAD52 anneal inh = ·; Casp6 inh = ·; ARNT TACC3 PPI = -0.5; RAD54 inh = -9.8

Reprinted at random: 5 entries already listed, in no set order.
SMILES | ERp5 inh | esBAF inh | PglD DTNB | E-sel inducer | RAD52 anneal inh | Casp6 inh | ARNT TACC3 PPI | RAD54 inh
O=c1cc(N2CCCCC2)c(-c2ccccc2)nn1Cc1ccccc1 | 2.4 | 4.5 | · | 0.0 | -16.6 | 5.0 | -12.8 | ·
CCOc1cccc(-c2nn3c(-c4ccco4)nnc3s2)c1 | · | 20.2 | -2.4 | · | · | · | -0.5 | -9.8
OCC1OC(c2ccc(OCc3ccccc3)cc2OCc2ccccc2)C(O)C1O (stereo unspecified) | -1.2 | -4.3 | 0.6 | · | -2.9 | 1.3 | · | -4.0
Cn1c(=O)c2cc(NC(=O)NCCc3cccs3)ccc2n1Cc1ccccc1 | -6.2 | 10.2 | -0.6 | 0.0 | -25.8 | 1.5 | · | 4.2
COC(=O)c1ccc(C(=O)OCCCc2nc3ccc(N)cc3[nH]2)cc1 | · | 8.0 | 4.5 | · | · | · | -1.0 | -2.9

Additional records
SMILES | ERp5 inh | esBAF inh | PglD DTNB | E-sel inducer | RAD52 anneal inh | Casp6 inh | ARNT TACC3 PPI | RAD54 inh
COc1ccc(/C=C/C(=O)NC(=S)Nc2ccc(S(=O)(=O)Nc3cc(OC)ncn3)cc2)cc1 | -2.4 | · | · | · | -21.2 | 5.9 | -0.1 | ·
COc1ccc(NC(=O)CCNS(=O)(=O)c2ccc3c(c2)CCC(=O)N3)cc1 | · | 1.1 | 1.8 | · | · | · | 2.3 | -9.8
O=C(Nc1cccc(S(=O)(=O)N2CCCCCC2)c1)c1cc(=O)c2ccccc2o1 | 5.2 | · | · | -0.1 | -8.4 | 1.0 | 1.2 | ·
CCCCOC(=O)c1cc(=O)[nH]c(=O)[nH]1 | 4.1 | -7.3 | -1.1 | · | -9.8 | -5.7 | -4.0 | 5.1
Cc1ccccc1Nc1nc(N)nc(COC(=O)[C@@H](NC(=O)c2c(F)cccc2F)C(C)C)n1 | 12.8 | -0.9 | 5.7 | 2.0 | -4.0 | 8.5 | -4.3 | -23.4
Cc1cccc(C(=O)OCC(=O)NCc2ccc3c(c2)OCO3)c1C | -1.9 | -3.1 | -1.2 | 0.5 | -15.3 | 4.6 | 6.1 | -0.9
Cc1csc(SCC(=O)Nc2nc3ccccc3s2)n1 | · | 46.6* | 0.0 | · | · | · | 2.3 | -9.3
Cc1c(NC(NC(=O)CC(C)C)C(Cl)(Cl)Cl)c(=O)n(-c2ccccc2)n1C (stereo unspecified) | -0.9 | · | · | 6.8 | 1.2 | 0.3 | -11.9 | ·
COc1ccc2c(c1)[C@H]1[C@H](CO2)[C@H](c2ccccc2)[C@]2(C)C(=O)Nc3cc(C)ccc3C(=O)N12 | -2.2 | -6.4 | -0.3 | 0.4 | -9.1 | 1.7 | 3.1 | -5.2
COC(=O)c1cc(-c2c(C)nn(-c3ccccc3)c2C)n[nH]1 | · | 64.4* | 2.1 | · | · | · | -5.8 | 3.3
O=C(O)CCC(=O)NNc1ccccc1[N+](=O)[O-] | · | · | -5.5 | -0.1 | · | · | -5.0 | -3.0
CC(=O)Nc1ccc(Nc2nc(C)nc3c2oc2ccccc23)cc1 | · | 9.2 | -1.0 | · | · | · | 1.1 | -6.4
COc1ccc(CN2CC(C(=O)NCCC3=CCCCC3)CC2=O)cc1 (stereo unspecified) | · | -2.5 | -1.3 | · | · | · | -0.3 | 2.6
CN(Cc1nnc(-c2ccc(F)cc2)o1)c1ccccc1 | -0.9 | 36.1 | 3.9 | · | -37.4 | -2.2 | · | 4.7
Cc1ccc(NC(=O)c2ccco2)c(NC(=O)c2cccs2)c1 | · | -4.5 | -1.8 | · | · | · | 1.3 | 2.3
O=C(NCCCN1CCOCC1)c1ccc2c(c1)N(Cc1ccc(Cl)cc1)C(=O)c1ccccc1S2=O (stereo unspecified) | 0.6 | 2.8 | 9.4 | · | -15.2 | -0.4 | · | -6.1
C[C@@H]1CN([C@H](C)CO)C(=O)c2cc(NS(C)(=O)=O)ccc2O[C@@H]1CN(C)Cc1ccc(C(=O)O)cc1 | 1.2 | 2.6 | 7.3 | 23.7 | -0.4 | -1.3 | -8.6 | 21.2
CCCN(CC(=O)Nc1ccccc1OC)C(=O)CNC(=O)c1ccc(C)s1 | -2.6 | -0.9 | 1.1 | -0.1 | -1.7 | -5.5 | 0.9 | -8.6
Cc1cc(C)c(C)c(Cn2c(CO)nc3ccccc32)c1C | · | 6.8 | -3.5 | · | · | · | -18.3 | 2.2
CCOC(=O)C1=C(C)C(c2ccccc2)NC(=S)N1 (stereo unspecified) | · | -5.1 | -1.2 | · | · | · | 2.8 | 6.0
C/C(=N\NC(=O)c1ccccc1O)C1CC1 | -2.0 | 37.3 | -1.0 | 21.0 | -31.0 | 41.9* | 24.0 | -9.3
CCC(=O)Nc1ccc2c(c1)C(=O)N(C)[C@H]1CC[C@H](CC(=O)N3CCCCC3)O[C@H]1CO2 | -1.7 | -4.6 | 4.3 | 0.0 | 0.3 | 1.3 | -1.2 | 8.0
COC(=O)c1ccc(-c2noc(CN(C)CCC3CCCCO3)n2)cc1 (stereo unspecified) | -10.2 | · | · | · | -1.2 | -0.9 | -8.1 | ·
CC(C)c1ccc(/C=C(\NC(=O)c2ccccc2)C(=O)NCCCN2CCOCC2)cc1 | -1.1 | 3.5 | -0.3 | 4.8 | -0.5 | -1.0 | -3.1 | 3.3
COc1ccc(CCNC(=O)CSc2nnc(CNC(=O)c3ccccc3F)o2)cc1OC | · | -1.5 | -6.3 | · | · | · | -16.6 | -6.6
CCOC(=O)Cc1csc(SCC(=O)N2CCN(c3ccccc3)CC2)n1 | 0.9 | -6.5 | -3.8 | -0.5 | 5.9 | 1.5 | -6.6 | -9.5
CNc1nc2c(C)cccn2c(=O)c1C=Nc1ccc(OC)cc1 | -2.1 | · | · | -1.2 | -17.4 | -1.4 | 10.3 | ·
CC(=O)Nc1cccc(NC(=O)CSc2nnc3ccc(-c4ccccn4)nn23)c1 | 7.7 | -0.2 | 1.9 | · | -0.7 | -2.2 | 23.1 | -1.0
COCCN1C(=O)C(=O)/C(=C(/O)c2ccc(S(=O)(=O)N3CCCCC3)cc2)C1c1ccc(OC)cc1 (stereo unspecified) | -3.0 | 10.2 | -2.3 | -0.2 | -1.5 | 1.1 | 1.5 | -1.6
COCc1cccc(-c2csc(C(O)c3ccc(F)cc3)n2)c1 (stereo unspecified) | 1.7 | 49.8* | 0.2 | 0.1 | -73.6 | 4.2 | · | -9.2
CCCN1C(=O)c2[nH]nc(-c3ccccc3)c2C1c1ccc(Br)cc1 (stereo unspecified) | 2.6 | · | · | -0.3 | -15.8 | -0.9 | · | ·
COc1ccc(NC(=O)C2(C)Cc3c(-c4ccc(C(N)=O)cc4)ccnc3O2)cc1 (stereo unspecified) | 1.8 | 3.5 | 1.5 | 0.3 | -13.0 | -12.5 | · | 15.6
CCCCS(=O)(=O)NC1=NCN(CCOC(=O)c2ccccc2)CN1 | · | -8.1 | -3.9 | · | · | · | 6.7 | 1.5
C=CCc1cccc2cc(C(=O)NC(C)(C)C)c(=O)oc12 | · | -1.5 | 2.0 | · | · | · | -0.4 | 3.9
O=C(C[C@H]1CC[C@@H]2[C@H](COC[C@H](O)CN2Cc2cocn2)O1)N[C@@H]1CCN(Cc2ccccc2)C1 | -1.8 | -2.0 | -0.4 | -0.2 | -15.0 | -0.9 | -11.1 | -24.3
Cc1ccc(S(=O)(=O)NCCC(c2ccc(F)cc2)c2ccco2)cc1 (stereo unspecified) | -58.8 | · | · | · | -12.6 | 7.3 | -3.3 | ·
C/C=C/c1cnc2c(c1)C(=O)N([C@@H](C)CO)C[C@H](C)[C@H](CN(C)C(=O)C1CCOCC1)O2 | 0.0 | 3.5 | 5.1 | 0.3 | -4.9 | -0.5 | -5.0 | -12.8
O=C(CSc1nnc(CNC(=O)c2ccco2)o1)Nc1ccc(OC(F)(F)F)cc1 | 3.4 | -1.9 | 4.9 | 0.4 | -5.9 | 2.5 | -8.4 | 5.3
Cc1ccc(C(=O)CC2(O)C(=O)N(CN3CCOCC3)c3ccccc32)cc1 (stereo unspecified) | · | -3.1 | -5.5 | · | · | · | 4.3 | -10.9
C[C@@H]1CN([C@@H](C)CO)C(=O)c2cc(NC(=O)Nc3ccc(F)cc3)ccc2O[C@@H](C)CCCCO[C@H]1CN(C)C(=O)C1CCCCC1 | -0.9 | 1.4 | 1.4 | 0.0 | -2.9 | 2.4 | -1.2 | 2.7
COc1ccc(S(=O)(=O)N(C)C[C@@H]2Oc3ccc(NC(=O)Cc4cn(C)c5ccccc45)cc3C(=O)N([C@H](C)CO)C[C@H]2C)cc1 | -1.6 | -0.3 | -2.2 | -0.1 | -12.0 | -4.1 | 2.2 | 9.3
CCOc1ccc(C2N(c3ccc(Cl)cc3)C(=O)C3CCCN32)cc1OC (stereo unspecified) | 3.6 | 5.1 | 0.7 | -0.1 | -200.2 | -1.3 | -2.8 | 19.9
